SRC1 inh – human NCOA1 inhibition; Q15788; HEK293 GAL4-SRC1 luciferase reporter, luminescence; inhibition, % at 3.6 µM; 360,000 compounds, 0.12% hits; AID 588354;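 active = inhibition above the campaign mean plus 3 SD, with each screening campaign given its own cutoff, cut at about 60% in these data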;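 note: 0% = DMSO treated cells and 100% = gossypol at 36 µM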
TROY signal inh – blocks TROY-dependent signaling in reporter cells; 360,000 compounds, 0.98% hits; AID 1347056; inhibition, % at 10 µM; Q293 LMP1-TROYcd NF-kB luciferase reporter, 4 h;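 active = compounds whose plate-normalised and pattern-corrected inhibition of the luciferase reporter signal at the single screening dose is 50% or more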
TLR9-MyD88 block – blocks human TLR9 binding to MyD88; CHO BLA complementation TLR9-MyD88, CCF4 FRET ratio; Q9NR96+Q99836; 340,000 compounds, 0.21% hits; inhibition, % at 4.98 µM; AID 504734;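 active = inhibition above the mean over all tested compounds plus 3 SD, cut at about 21% in these data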;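 note: 0% = DMSO only wells and 100% = clavulanate BLA inhibitor control wells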
TWEAK-Fn14 inh – blocks TWEAK-Fn14 interaction in a reporter cell assay; TWEAK-stimulated Fn14 reporter cells, luciferase luminescence, 8 h; inhibition, % at 10 µM; 360,000 compounds, 2% hits; AID 1159606; in the data active = inhibition above about 50%
LRH-1 inv ag – inverse agonists of human LRH-1 (NR5A2) | 360,000 compounds, 0.13% hits | O00482 | inhibition, % at 3.6 µM | AID 602396 | HEK293T StAR-luciferase reporter, LRH-1 transfected, 24 h;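 active = inhibition above the mean inhibition of all tested compounds plus 3 SD, cut at about 73% in these data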;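 note: 0% = DMSO wells and 100% = reporter-only cells lacking LRH-1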
Target sequence (O00482 whole entry, looked up): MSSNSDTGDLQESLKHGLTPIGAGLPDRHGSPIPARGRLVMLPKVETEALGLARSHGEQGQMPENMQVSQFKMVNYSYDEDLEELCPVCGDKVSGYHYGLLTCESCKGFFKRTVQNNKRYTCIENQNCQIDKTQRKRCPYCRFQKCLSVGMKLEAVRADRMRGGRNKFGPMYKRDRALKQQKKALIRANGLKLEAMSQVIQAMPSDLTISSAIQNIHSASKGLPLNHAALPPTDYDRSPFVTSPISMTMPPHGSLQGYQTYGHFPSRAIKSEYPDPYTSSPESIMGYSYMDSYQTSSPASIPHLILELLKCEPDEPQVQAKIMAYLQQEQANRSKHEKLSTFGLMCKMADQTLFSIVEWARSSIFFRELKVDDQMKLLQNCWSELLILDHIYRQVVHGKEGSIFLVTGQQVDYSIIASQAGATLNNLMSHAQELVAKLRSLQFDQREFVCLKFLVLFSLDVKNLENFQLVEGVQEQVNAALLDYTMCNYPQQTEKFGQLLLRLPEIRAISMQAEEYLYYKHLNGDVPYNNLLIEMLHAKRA
ABHD5-PLIN5 inh – ABHD5-PLIN5 protein interaction inhibition | Split G. princeps luciferase complementation, luminescence, 4 h | inhibition, % at 4 µM | 360,000 compounds, 0.78% hits;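 active = inhibition above the mean inhibition across every tested compound plus 3 SD, cut at about 22% in these data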;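 note: 0% = DMSO only wells and the 100% control is not disclosed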
NR2F2 inh – blocks human COUP-TFII nuclear receptor; 370,000 compounds, 0.7% hits; inhibition, % at 8.6 µM; P24468; HEK293T NGFI-A luciferase reporter, luminescence;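 active = inhibition above a per-plate cutoff, mean inhibition of test wells between control levels plus 3 SD, cut at about 38% in these data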;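 note: cells cotransfected with COUP-TFII expression vector driving the NGFI-A reporter; 0% = median of COUP-TF2 test wells and 100% = reporter-only cells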
Exocytosis inh – lytic granule exocytosis inhibition | TALL-104 LAMP-1 surface exposure, flow cytometry; cells stimulated with thapsigargin and PMA | inhibition, % at 10 µM | 360,000 compounds, 0.66% hits;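 active = inhibition above about 55%, limit read from the data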
NCOA3 inh – inhibitors of human steroid receptor coactivator 3 (SRC3); Q9Y6Q9; HEK293 GAL4-SRC3 luciferase reporter, luminescence; inhibition, % at 3.6 µM; 360,000 compounds, 0.17% hits; AID 588352;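 active = inhibition above a per-campaign cutoff, the mean of all compounds plus 3 SD, cut at about 60% in these data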;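 note: 0% = DMSO-treated cells and 100% = gossypol-treated cells at 36 µM; higher means less SRC3-driven luciferase light from the GAL4 reporter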
NOD2 RIPK2 PPI – inhibitors of human NOD2-RIPK2 interaction | O43353 | 360,000 compounds, 0.38% hits | AID 624267 | inhibition, % at 4.98 µM | CHO BLA complementation NOD2-RIPK2, CCF4 ratio; in the data active = inhibition above about 21%;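 note: 0% = vehicle only and 100% = reference blocker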
Target sequence (O43353 whole entry, looked up): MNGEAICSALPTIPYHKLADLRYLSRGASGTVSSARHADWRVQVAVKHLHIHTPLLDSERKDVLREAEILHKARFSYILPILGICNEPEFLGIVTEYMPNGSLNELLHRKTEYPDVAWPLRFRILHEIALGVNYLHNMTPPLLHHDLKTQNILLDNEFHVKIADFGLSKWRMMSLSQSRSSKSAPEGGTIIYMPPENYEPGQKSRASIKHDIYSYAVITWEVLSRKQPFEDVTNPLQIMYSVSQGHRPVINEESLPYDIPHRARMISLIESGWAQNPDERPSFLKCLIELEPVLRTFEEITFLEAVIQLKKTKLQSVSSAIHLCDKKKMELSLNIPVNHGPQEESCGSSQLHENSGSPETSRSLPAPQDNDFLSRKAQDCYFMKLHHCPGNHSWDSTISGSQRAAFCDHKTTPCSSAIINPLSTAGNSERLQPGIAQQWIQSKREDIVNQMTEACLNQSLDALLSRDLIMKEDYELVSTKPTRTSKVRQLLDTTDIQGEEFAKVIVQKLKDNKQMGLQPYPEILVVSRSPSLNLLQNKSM
NCOA2 inhibitor – inhibits human steroid receptor coactivator 2; HEK293 GAL4-SRC2 luciferase reporter, luminescence; inhibition, % at 9 µM; Q15596; AID 651957; 370,000 compounds, 0.17% hits;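 active = inhibition above the mean inhibition of all tested compounds plus 3 SD, set per campaign, cut at about 52% in these data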;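 note: 0% = DMSO treated cells and 100% = cells given Gossypol at 36 µM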
The depositor's hits bear a star; . = not tested or not shown; & = joins results of further samples.

no.	Structure	SRC1 inh	TROY signal inh	TLR9-MyD88 block	TWEAK-Fn14 inh	LRH-1 inv ag	ABHD5-PLIN5 inh	NR2F2 inh	Exocytosis inh	NCOA3 inh	NOD2 RIPK2 PPI	NCOA2 inhibitor
1	O=S(=O)(Nc1ccc2c(c1)oc1ccccc12)N1CCCC1	-30.1	-33.1	9.1	-25.7	-28.1	0.1	6.1	-0.8	-0.9	-2.7	-6.0
2	CC1(C)CC(=O)C(N=Nc2cc(C(F)(F)F)ccc2Cl)=C(O)C1	3.9	14.7	5.0	-17.5	13.4	1.4	10.9	2.5	-30.4	2.6	20.3
3	C/C(=N\NC=O)c1ccncc1	-0.1	11.8	13.9	1.4	3.9	1.3	-4.6	0.3	-8.9	-3.5	-12.1
4	CC(=O)Nc1nc(C)c(-c2csc(Nc3ccccn3)n2)s1	-79.4&-53.8	-11.6&-13.7	5.3&-3.1	3.9&20.8	-59.0&-79.1	-2.5&-12.1	-53.5&-44.1	-1.6&-4.5	-55.1&-46.1	-15.6&-4.6	-7.7&-19.9
5	CC(C)N(Cc1ccccc1)C(=O)CN1C(=O)NC(Cc2ccccc2)(c2ccccc2)C1=O (stereo unspecified)	6.0	9.0	-9.7	-11.2	6.9	-4.1	3.1	5.0	-5.2	-0.9	-14.8
6	O=C1c2cccnc2C(Nc2ccc(S(=O)(=O)N3CCCCCC3)cc2)N1Cc1ccccc1 (stereo unspecified)	-2.8	10.4	4.0	14.0	-2.0	-3.1	8.4	-1.6	2.6	-4.0	4.5
7	Cn1nc(C(C)(C)C)c([N+](=O)[O-])c1C(=O)Nc1ccc(Br)cc1	-2.1	28.4	-10.2	-5.9	-2.9	-0.8	31.1	-0.1	12.6	-1.9	4.5
8	Cc1ccc([C@@H]2C[C@H]3[C@@H](CN2S(=O)(=O)c2ccc(Cl)cc2)C(=O)C[C@@H](c2ccc(Cl)cc2)N3S(=O)(=O)c2ccccc2C)cc1	-2.9	-10.3	-1.2	-6.6	5.2	3.9	14.3	0.0	16.6	-3.2	7.4
9	CC(=O)Oc1ccc(C(=O)NCc2ccc3c(c2)OCO3)cc1	-12.9	-2.1	-10.3	-18.0	-6.3	0.0	-2.4	6.0	-11.8	-19.5	-11.7
10	O=C(Nc1cc(Cl)cc(Cl)c1)C1C2C=CC3(O2)C1C(=O)N(CCCN1CCOCC1)C3C(=O)NC1CCCCC1 (stereo unspecified)	-7.1	-0.5	-6.5	4.0	-18.0	-6.9	-9.6	18.3	11.1	-4.9	13.2
11	Cc1[nH]n(C(N)=S)c(=O)c1N=Nc1ccccc1C(F)(F)F	-12.1	2.3	2.7	-13.5	-4.5	0.0	-22.7	2.3	-3.4	1.2	-27.4
12	CCCN1CCc2c(sc(NC(=O)CCS(=O)(=O)c3ccccc3)c2C(=O)OC)C1	-29.6	-13.6	-4.1	-4.5	-53.5	-0.4	0.5	4.6	-8.8	0.5	-24.7
13	N=c1nc2n(cc1F)C1OC(CO)C(O)C1O2 (stereo unspecified)	13.1	-2.4	-7.1	16.3	13.2	-9.9	-19.9	-5.4	16.7	-6.6	-3.5
14	O=C(NCc1ccccn1)Nc1ccc(Cl)cc1Cl	-106.5	-57.0	-5.8	-1.1	-53.6	6.3	-9.1	-20.4	-74.5	-11.1	-95.3
15	O=c1c2ccccc2[nH]c(=S)n1CCCN1CCN(c2ccccc2)CC1	-1.8	-14.9	3.7	14.1	-8.6	-4.9	-31.1	-7.5	-86.2	15.1	-13.9
16	CCOCC(=O)Nc1cc(S(=O)(=O)N2CCOCC2)ccc1N1CCCCC1	6.2	18.9	6.5	-10.1	-5.2	0.4	20.1	-1.0	22.1	-5.8	14.1
17	CCn1c(SCC(=O)N2CCC(C)CC2)nnc1-c1ccco1	-7.0	-9.1	1.1	29.5	-4.6	-6.7	5.2	-8.5	-3.7	-1.0	-20.1
18	CCN1CCN(CCNC(=O)CCCCCn2c(=O)[nH]c3cc(C(=O)OC)ccc3c2=O)CC1	-13.3	-7.4	-8.9	3.6	13.5	2.1	3.6	-0.7	3.7	-0.3	-13.7
19	O=[N+]([O-])c1ccc(S(=O)(=O)NCCCc2ccccc2)cc1	9.6	1.1	.	-4.2	-0.6	1.8	8.3	-0.5	8.4	-12.8	-32.1
20	COc1ccccc1Cn1c(C)c(C(=O)NCc2cccc(C)c2)sc1=O	3.1	-10.8	.	-1.7	-7.4	0.5	-0.4	1.3	-9.2	-0.7	-10.7
21	Cc1ccc(S(=O)(=O)N2CCN(c3ncnc4scc(-c5ccc(F)cc5)c34)CC2)cc1	-3.5	-8.4	-4.2	-15.2	-1.5	0.9	-22.6	1.4	14.8	-7.8	15.9
22	COc1cccc(C(=O)N2CCCC(CCC(=O)NCc3ccc(F)c(F)c3)C2)c1 (stereo unspecified)	9.1	1.5	10.0	-16.5	-8.7	0.5	-13.7	-1.7	20.2	-6.1	-23.7
23	COc1ccc(OC)c(/C=N/NC(=O)c2csc3ccccc23)c1	1.9	-24.4	3.7	1.2	9.9	-4.3	3.6	-0.9	-0.1	4.7	-16.1
24	O=C(COC(=O)Cc1ccc(F)cc1)NC1CCCC1	-2.8	-33.0	6.3	-14.5	1.6	1.9	4.3	-7.8	-11.7	0.3	-36.1
25	Cc1cc(C(=O)Nc2ccc(N3CCOCC3)cc2)c2ccccc2n1	-5.2	-10.2	2.1	11.7	7.3	-1.7	3.7	-0.7	1.8	6.0	5.6
26	Cc1cccc(NC(=O)CSc2nc(=O)n(CCN3CCOCC3)c3c2CCCC3)c1C	-11.1	4.3	5.5	8.3	-34.5	4.8	1.8	-14.8	0.3	5.0	-14.8
27	COc1ccc(C(=O)Nc2ccnn2C2CCN(C(=O)C3CCOC3)CC2)cc1 (stereo unspecified)	-18.8	-4.9	-5.0	-14.9	-6.2	-2.6	-3.6	-0.3	-44.2	4.6	-10.3
28	Cc1c(NC(=O)c2cccc(S(=O)(=O)N3CCOCC3)c2)c(=O)n(-c2ccccc2)n1C	7.9	-1.4	-2.6	8.4	7.9	-7.3	5.7	1.3	0.5	-0.7	0.0
29	CC(=O)c1ccc(N2CCN(S(=O)(=O)c3ccc4c(c3)CC(=O)N4)CC2)cc1	-3.3	-13.6	-8.3	5.8	0.3	9.7	11.3	-9.1	-5.5	-7.7	-16.4
30	COc1ccc([C@H]2CC(=O)C=C(c3cccc4c3sc3ccccc34)C2)cc1OC	0.9	7.1	-11.4	23.4	-12.4	-2.1	2.8	2.3	-5.1	-1.5	5.3
31	CC1CCc2c(sc3ncnc(SCC(=O)Nc4ccc(C(=O)O)cc4)c23)C1 (stereo unspecified)	-7.0	-5.4	-3.0	31.0	-14.5	3.7	1.3	-1.9	10.3	-4.3	-20.9
32	CCOC(=O)c1sc(NC(=O)c2ccc(S(=O)(=O)N(CC)CC)cc2)nc1C	-29.4	10.3	0.9	12.8	0.3	2.1	15.9	-0.3	-14.9	-12.7	-10.0
33	Cc1cccc(C)c1NC(=O)C(c1ccccc1F)n1c(=O)c(-c2cc3ccccc3[nH]2)nc2ccccc21 (stereo unspecified)	.	.	.	.	18.1	2.8	12.1	1.1	.	49.8*	-15.1
34	Cc1ccc(N(CCC#N)C(=O)COC(=O)C2CCN(c3ccc(C(F)(F)F)cn3)CC2)cc1	-13.7	0.5	-4.6	5.0	-23.9	-3.9	-10.8	3.8	0.3	1.5	-0.9
35	CCCNC(=O)C1(C)CCN(C(=O)c2ccccc2OC(F)(F)F)C1 (stereo unspecified)	-5.2	6.5	.	5.6	-7.0	6.9	-1.2	3.4	2.7	4.8	-37.3
36	CC(=O)c1ccc(N2CCC(C)CC2)c(F)c1	-6.3	-9.6	-7.8	-4.2	-9.0	-0.5	10.8	-1.3	-5.7	-11.4	-18.6
37	CCC12CC3CC(C1)CC(C(=O)Nc1nn[nH]n1)(C3)C2	11.1	-10.0	0.2	0.0	-0.2	3.2	-11.2	-2.0	8.5	-10.6	0.9
38	O=C(N/N=C/c1ccccc1)c1[nH]c2ccc(Br)cc2c1-c1ccccc1	-21.7	13.6	-8.4	42.4	-2.5	-8.8	-41.9	3.3	3.4	-2.5	12.9
39	CC(=O)n1cc(N(C(=O)CCl)c2ccc([N+](=O)[O-])cc2)c2ccccc21	-6.0	4.9	0.4	37.0	33.9	10.6	18.7	0.6	20.5	7.8	55.9*
40	Cc1cccc(OCC(=O)N/N=C/c2ccc(N(C)C)cc2)c1	-13.3	-18.5	-3.2	-0.3	8.7	3.5	15.0	1.5	3.9	-5.9	8.8
41	Cc1ccc(/C(N)=N/OC(=O)CCC2CCCCC2)cc1	-10.6	-49.4	-5.7	2.6	-7.5	-1.4	-8.8	3.1	12.5	-14.5	-5.8
42	CCOC(=O)OCC(=O)C1(O)CCC2C3CCC4=CC(=O)CCC4(C)C3C(O)CC21C (stereo unspecified)	-10.3	4.7	-13.3	4.7	18.4	0.3	-13.7	1.7	-53.3	0.7	-21.7
43	Cc1ccc(C)c(SCC(=O)NCc2ccco2)c1	2.0	2.8	3.8	6.5	-14.9	-1.5	7.3	-0.2	4.0	1.1	-16.2
44	Cc1cc(NS(=O)(=O)c2cn(C)nc2C)no1	-15.3	5.2	-2.2	4.5	3.4	-1.4	-22.2	-0.4	7.8	-1.0	12.2
45	CCC(=O)Oc1ccc(C(=O)Nc2cccc(NC(=O)c3ccco3)c2)cc1	13.2	30.3	2.6	-10.7	7.9	-1.0	20.2	-1.7	-3.8	-10.1	-6.3
46	COc1ccccc1-n1c(SCC(=O)NC(C)(C)C)nnc1-c1ccco1	-2.7	9.7	2.2	6.9	-1.8	0.1	-1.1	-3.2	4.6	-8.8	-3.2
47	Cc1ccc(OCC(=O)O)c(-n2nc3ccccc3n2)c1	-11.9	-2.9	0.9	9.8	7.4	1.6	-11.7	0.3	0.2	2.1	-1.6
48	CCOC(=O)[C@@H]1[C@H]2COc3cc(OC)ccc3[C@@H]2N2C(=O)N(c3cccc(F)c3)C(=O)[C@@]12C	7.2	1.7	-2.4	16.7	40.8	6.5	-6.3	-0.8	0.3	-6.5	14.4
49	CCOC(=O)N1CCN(Cc2cccs2)CC1	-2.8	-9.9	5.2	-12.7	-1.2	-5.2	0.9	-0.7	3.9	-2.1	2.4
50	CCOc1ccc(N(CC(=O)NCc2ccccc2C)S(C)(=O)=O)cc1	-48.5	-8.3	-0.6	-3.8	-31.9	-6.2	-33.0	-2.2	-63.0	-1.4	-26.1
51	CC1CCC(C(C)C)C(OC(=O)COC(=O)c2cccn2C)C1 (stereo unspecified)	-12.9	5.0	10.3	16.3	-14.3	-1.0	3.4	-0.1	7.1	-2.5	-10.1
52	COc1ccc2nc(C)cc(SCC(=O)NNC(=O)COc3ccc(C)cc3)c2c1	-30.6	2.2	4.6	4.0	-7.3	1.7	5.9	-2.4	13.0	6.3	-45.7
53	C=CCNC(=O)c1c[nH]c2ccc(S(=O)(=O)N(C)c3ccc(OCC)cc3)cc2c1=O	-2.9	16.0	-6.5	3.1	-2.7	1.9	4.8	-1.7	-8.1	3.8	-7.3
54	Clc1ccc(N/N=C/c2cccs2)nn1	-36.2	-5.9	0.2	-17.4	-47.5	-5.1	-2.9	-2.9	-51.8	-3.8	-8.9
55	CC1(C)Cc2c(sc(NC(=O)c3ccc(S(=O)(=O)N4CCCC4)cc3)c2C#N)C(C)(C)N1	3.6	7.4	-0.4	1.8	11.6	7.1	6.7	5.8	-10.3	4.6	-15.7

Bioassay records deposited in PubChem BioAssay by several laboratories.

This is a subset. The share of hits here may be higher or lower than overall.
